# Source: PubChem
# Insulin prom inh: TRM-6 insulin promoter activity inhibition | TRM-6 cells (human fetal islet line), insulin promoter-eGFP reporter, imaging; reporter expression induced with tamoxifen | actives 0.9% (n = 130,000) | AID 1273 | inhibition, % at 2 µM;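 active = inhibition above the mean plus 3 SD, with well images judged a real hit on visual review, cut at about 60% in these data, passing the limit was not always enough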
# SDO1 yeast rescue: sdo1-depleted yeast growth rescue; S. cerevisiae sdo1-depleted JHY4D growth rescue, OD600 30 h; hits give high values; pdr5 snq2 efflux-pump mutant strain; z-score at 10 µM; actives 0.21% (n = 140,000);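 active = z-score above 3 at both the 24 hr and the 30 hr optical density reads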;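 note: z-score against mean and SD of all compound wells on the same plate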
# SDO1 yeast rescue Rescue 24 h: second read-out of SDO1 yeast rescue, no call of its own (marks repeat the call); z-score; S. cerevisiae sdo1-depleted JHY4D growth rescue, OD600; measured here: growth rescue at 24 h;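 0 is the plate mean of compound wells and units are plate SD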
# * = called active by the depositor; x = no result given; & = joins results of further samples.
SMILES,Insulin prom inh,SDO1 yeast rescue,SDO1 yeast rescue Rescue 24 h
COc1ccc(OC)c(C2C3=C(CCCC3=O)NC3=C2C(=O)CCC3)c1,-18,0.8,0.37
O=C(NCc1ccccn1)c1cc(-c2ccccc2)on1,21,0.25,-0.27
COc1ccc(-c2noc(CCC(=O)N3CCC(C)CC3)n2)cc1,-113,0.27,-0.3
CCN(CC)S(=O)(=O)c1ccc(C(=O)OCn2c(SC)nnc(C)c2=O)cc1,25,-0.54,-0.95
Cc1ccc(OCC(=O)N2CCN(S(=O)(=O)c3ccc(Cl)cc3)CC2)c([N+](=O)[O-])n1,x,0.73,0.47
Cc1cc(C)cc(NC(=O)C(c2ccccc2)N2CCCC2)c1 (stereo unspecified),40,0.96,-0.01
c1coc(-c2nc3c([nH]2)CCc2nonc2-3)c1,x,1.4,1.5
COc1ccc(/C=C/C(=O)NCCc2ccc(OC)c(OC)c2)cc1,31,1,1.4
CC(C)NC(=O)CN(C)S(=O)(=O)c1ccc(F)cc1,x,0.66,0.46
Clc1ccc(CNC23CN4CN(CN(C4)C2)C3)c(Cl)c1,-8,1.4,0.05
CN(C)Cc1cc(C(C)(C)c2cc(CN(C)C)c(O)c(CN(C)C)c2)cc(CN(C)C)c1O,41,0.23,0.01
Cc1ccc(N(CC(=O)N/N=C/c2cccnc2)S(=O)(=O)c2ccccc2)cc1,-6,x,x
O=C(CSc1nnc(CNc2ccc(F)cc2)n1Cc1ccco1)N1CCCC1,-39,0.33,1.4
CCCCCc1nnc(N)s1,x,-0.14,-0.2
CCN(Cc1ccccc1)C(=O)Cn1c(=O)oc2ccccc21,42,x,x

# A draw from above in order of length of the SMILES, lowest first:
SMILES,Insulin prom inh,SDO1 yeast rescue,SDO1 yeast rescue Rescue 24 h
O=C(NCc1ccccn1)c1cc(-c2ccccc2)on1,21,0.25,-0.27
Cc1cc(C)cc(NC(=O)C(c2ccccc2)N2CCCC2)c1 (stereo unspecified),40,0.96,-0.01
COc1ccc(-c2noc(CCC(=O)N3CCC(C)CC3)n2)cc1,-113,0.27,-0.3

# Following part
SMILES,Insulin prom inh,SDO1 yeast rescue,SDO1 yeast rescue Rescue 24 h
CCN(CC)C(=O)CSc1nc(N)c(C#N)c(-c2cccs2)c1C#N,38,-0.85,0.09
OCc1nc2ccccc2n1CC(O)COc1ccccc1 (stereo unspecified),x,-0.12,-0.56
COCCNc1nc2c(c(=O)n(C)c(=O)n2C)n1Cc1cccc(C(F)(F)F)c1,33,0.53,0.99
CC1=C(C(=O)OCC2CCCO2)C(c2ccc(C)o2)C2=C(CC(c3ccc(N(C)C)cc3)CC2=O)N1 (stereo unspecified),-88,-0.48,-0.32
COc1ccc(NC(=O)CN(Cc2ccccc2)S(C)(=O)=O)cc1OC,13,-0.27,-1.2
Cc1cccc(NC(=S)N(CCN(C)C)C(C)c2ccccn2)c1 (stereo unspecified),6,0.13,0.02
CC(/C=N/NC(=O)CN1CCN(Cc2ccc(Cl)cc2)CC1)=C\c1ccco1,6,-0.43,-0.1
COc1ccc(-c2nc(CCNC(=O)c3cccs3)cs2)cc1,x,0.06,0.15
COc1ccccc1C1(O)CCN(C(=O)c2cccs2)CC1,-43,0.33,-0.11
COc1ccccc1N1CCN(C(=O)c2oc3cc(C)c(C)cc3c2C)CC1,59,-0.18,0.38
COC(=O)C(CCSC)NC(=O)Cn1ncc2c(=O)oc3ccccc3c21 (stereo unspecified),x,0.66,-0.27
Cc1ccc(OCC(=O)N/N=C/c2ccncc2)cc1,12,1.3,1.8
Cc1c(C(=O)c2no[n+]([O-])c2C(=O)c2cnn(C)c2C)cnn1C,x,-0.26,-0.54
CCS(=O)(=O)Nc1ccc(C2=NN(S(=O)(=O)c3ccc(F)cc3)C(c3ccco3)C2)cc1 (stereo unspecified),35,-0.02,0.4
CCN(CC)CCn1c(NCc2cccc(OC)c2OC)nc2ccccc21,14,1.1,1.5
Nc1ccccc1SCc1cc([N+](=O)[O-])cc2c1OCOC2,-53,3.6,0.25
Cc1ccc2c(c1)N(CC(=O)NCC1CCCO1)C(=O)C(C)O2 (stereo unspecified),5,0.21&1.1,-0.22&1.1
Cc1nnc(NC(=O)c2c(F)cccc2F)s1,x,0.46,0.23
O=C(CCN1C(=O)c2ccccc2C1=O)Nc1sc2c(c1C(=O)NCc1ccco1)CCCC2,-31,-0.58,-0.54
COC(=O)C1=C(C)N(c2cccc(C)c2)C(=O)/C1=C\c1cccs1,x,-1.3,-0.92
O=C(CCNS(=O)(=O)c1cccs1)Nc1nccs1,x,1.9,0.75
COc1cccc(C2CC(=O)Nc3cc4c(cc32)OCCO4)c1OC(C)C (stereo unspecified),29,-0.3,-0.14
COc1ccc(N2Cc3cccc(C(=O)NC(C)CCc4ccco4)c3C2=O)cc1 (stereo unspecified),x,-1.4,-1.1
CCC(/C=N/NC(=O)c1ccccc1F)CC,15,x,x
COc1cccc(N2CCN(C3C4CC5CC(C4)CC3C5)CC2)c1 (stereo unspecified),-29,0.34,1.1
COc1ccc(NC(C)=O)cc1NC(C)C(=O)Nc1ccccc1F (stereo unspecified),x,-0.59,-0.68
CC(C)(C)n1ncc(Oc2ccc(Oc3cnn(C(C)(C)C)c(=O)c3Cl)cc2)c(Cl)c1=O,55,x,x
CC(C(=O)O)N1C(=O)c2cccc3cccc1c23 (stereo unspecified),-91,0.47,0.13
O=C(CSc1nnc(CCc2ccccc2)n1-c1ccc(Cl)cc1)NCc1ccccc1,14,-0.8,-0.8
O=C(NC(Cc1ccc2c(c1)OCO2)C(=O)N1CCCC1C(=O)O)c1ccccc1 (stereo unspecified),87*,0.02,0.12
CCOC(=O)c1cc2oc(C)cc2n1CC(=O)OC1CCCCC1,0,0.01,0.78
O=C(CSc1nc2ccc([N+](=O)[O-])cc2[nH]1)c1ccc2ccccc2c1,50,-0.55,0.06
CCOC(=O)c1c(C)[nH]c(O)c1C=Nc1ccccc1,16,-0.38,0.27
COc1ccc(CCNC(=O)COc2ccc(-c3ccc(C)cc3)cc2)cc1OC,-23,0.14,0.18
O=C(CCC1CCCC1)Nc1ccccc1-c1ccccc1,-20,-0.57,-0.6
CCSc1nnc(NC(=O)CSc2nc(C)cc(C)n2)s1,x,-0.02,-0.23
Cc1ccc(/C=N/NC(=O)Cc2cccs2)o1,x,0.33,-0.18
Cc1cc(C)nc(SCCS(=O)(=O)Cc2ccc(Cl)cc2)n1,x,-0.66,-0.63
Cc1ccc(CNC(=O)C2CCCN(S(=O)(=O)c3c(C)noc3C)C2)cc1 (stereo unspecified),-114,0.69,1
O=c1c2ccccc2nnn1Cc1nnc(-c2ccccc2Br)o1,x,-0.65,-1.1
COC(=O)c1ccc(CN(C(C)=O)c2ccccc2)o1,x,0.3,0.58
Cc1ccc(-n2ncc(C(=O)Nc3cc(Cl)ccc3Cl)c2C2CCNCC2)cc1,-6,x,x
NC(=O)CNC(=O)C1CCCc2c1[nH]c1ccc(Cl)cc21 (stereo unspecified),-33,0.03,-0.26
CCCCn1c(C(C)O)nc2ccccc21 (stereo unspecified),40,0.87,0.23
O=C(NC(=S)NC1CCCCCC1)c1cncc(Br)c1,-11,-1.9,-1.1
CCCN(CCC)CCNC(=O)Cn1cnc2sc(C)c(S(=O)(=O)N3CCOCC3)c2c1=O,16,x,x
O=C(Nc1ccccc1C(=O)NCc1cccnc1)c1ccco1,57,0.77,-0.04
O=C(CSc1nnc(-c2ccccc2)n1Cc1ccccc1)N1CCOCC1,30,-0.07,-0.88
CC(=O)c1c(N2CCCC2)[nH]c(-c2ccccc2)nc1=S,6,0.07,0.61
CCCCN(C)CCC(=O)Nc1ccc2c(c1)CCC2,-27,x,x
Cc1cc(C(=O)NCC(c2ccco2)N(C)C)no1 (stereo unspecified),28,-0.01,-0.38
CCCCc1ccc(NC(=O)N[C@H](C(=O)O)C(C)CC)cc1 (stereo partly specified),34,0.26,-0.01
COc1ccc(OC)c(C2CC(=O)OC3=C2C(=O)CC(C)(C)C3)c1 (stereo unspecified),-18,x,x
CCSc1nnc(NC(=O)[C@@H](NC(=O)c2ccc(C(C)(C)C)cc2)C(C)C)s1,x,0.05,0.51
Cc1noc(C)c1C(=O)N1CCN(S(=O)(=O)c2ccc(F)cc2)CC1,0,x,x
CON(C)S(=O)(=O)c1ccc2c(c1)NC(=O)C1CCCN21 (stereo unspecified),-25,-0.07,-0.64
CCCCCCC(=O)Nc1ccc(Cl)cn1,62,-0.76,-0.5
COC(=O)c1ccccc1NC(=S)NC(=O)COc1ccccc1Cl,44,-0.06,-0.01
CN1CCC(OC(=O)COc2ccccc2)CC1,18,0.06,-0.48
CCOC(=O)NC(Nc1cc(C)ccn1)(C(F)(F)F)C(F)(F)F,x,0.56,0.18

# More compounds.
SMILES,Insulin prom inh,SDO1 yeast rescue,SDO1 yeast rescue Rescue 24 h
O=C(CSc1nnc(NC(=O)c2ccccc2Cl)s1)Nc1ccc2c(c1)oc1ccccc12,-26,-0.99,-0.21
COc1ccc(-n2c(C)cc(C(=O)CCl)c2C)cc1,-19,x,x
COc1ccc(NC(=O)c2cccc(OC(F)F)c2)cc1Cl,-27,1.5,0.57
CCCCNC(=O)COC(=O)c1ccc(Cl)c(S(=O)(=O)N2CCCC2)c1,-9,-0.63,-1.6
Cc1ccc(NC(=O)[C@@H]2CCCN2S(=O)(=O)c2ccccc2C(F)(F)F)cc1S(=O)(=O)N1CCOCC1,-12,0.54,-0.07
CC1(C)NC(=O)N(CC(=O)Nc2nc(-c3ccc(F)cc3)cs2)C1=O,17,0.41,0.29
Fc1ccc(Sc2ccccc2CNC2=NCCN2)cc1,0,-0.85,-0.8
COC(=O)C(CC(C)C)NC(=O)C(N)Cc1ccccc1 (stereo unspecified),x,0.82,0.68
O=C(COc1cccc(F)c1)N1c2ccccc2Sc2ccccc21,79*,-1,-0.87
COc1cc2c(cc1OC)C1Cc3ccc(OC)c(OC)c3CN1CC2 (stereo unspecified),x,0.69,1.6
Cc1ccc(CCNC(=O)C23C[C@H]4C[C@@H](C2)CC(n2nnc(C)n2)(C4)C3)cc1,0,x,x
Cc1cc2oc(=O)cc(CSc3nc(N)cc(N)n3)c2cc1C(C)C,-15,-0.92,-0.98
Cn1c(SCC(=O)NCC2CCCO2)nc2c([nH]c3ccccc32)c1=O (stereo unspecified),-42,0.81,0.81
Cc1sc2ncnc(NCCCn3ccnc3)c2c1C,-3,0.79,0.64
Nc1ccc2c(c1)C(=O)Cc1ccccc1S2,-15,-0.82,-0.3

# Next part, starting with the last seven of the part before.
SMILES,Insulin prom inh,SDO1 yeast rescue,SDO1 yeast rescue Rescue 24 h
O=C(COc1cccc(F)c1)N1c2ccccc2Sc2ccccc21,79*,-1,-0.87
COc1cc2c(cc1OC)C1Cc3ccc(OC)c(OC)c3CN1CC2 (stereo unspecified),x,0.69,1.6
Cc1ccc(CCNC(=O)C23C[C@H]4C[C@@H](C2)CC(n2nnc(C)n2)(C4)C3)cc1,0,x,x
Cc1cc2oc(=O)cc(CSc3nc(N)cc(N)n3)c2cc1C(C)C,-15,-0.92,-0.98
Cn1c(SCC(=O)NCC2CCCO2)nc2c([nH]c3ccccc32)c1=O (stereo unspecified),-42,0.81,0.81
Cc1sc2ncnc(NCCCn3ccnc3)c2c1C,-3,0.79,0.64
Nc1ccc2c(c1)C(=O)Cc1ccccc1S2,-15,-0.82,-0.3
COc1ccc(C(=O)CCC(=O)N2CCN(c3ccc(N4CCOCC4)nn3)CC2)cc1,x,1.1,0.71
CCCCOc1ccccc1C1C(C(=O)OC)=CN(CC)C=C1C(=O)OC,53,-1.1,-0.87
CC(C)(Oc1ccc(CCNC(=O)c2ccc(-c3ccc(Cl)cc3)o2)cc1)C(=O)O,36,x,x
CCN(C(=O)COC(=O)c1ccc(Cl)c(N)c1)C1CCS(=O)(=O)C1 (stereo unspecified),-35,x,x
COc1ccc(C(=S)N2CCCC2)cc1,-14,1.1,0.78
CN(c1ccccc1C(=O)N1CCCC1)S(C)(=O)=O,34,0.91,0.74
COc1ccc(C(=O)/C=C/Nc2ccc(S(=O)(=O)Nc3ncccn3)cc2)cc1,x,0.97,1.6
CCOC(=O)C1=C(C)NC(=O)NC1c1ccoc1 (stereo unspecified),x,-0.4,-0.55
Cc1nc([N+](=O)[O-])c(C(=O)O)n1C,36,x,x
CCOc1ccc(S(=O)(=O)n2c(C)nc3ccccc32)cc1,x,-0.84,-1.1
CN(CC(=O)Nc1ccccc1Cl)C(=O)CSc1ncc(C(F)(F)F)cc1Cl,-6,0.5,0.94
C=CC(=O)NC(C)(C)Cc1ccccc1,-16,0.71,0.36
CCCCn1c(NC(=O)c2ccco2)c(S(=O)(=O)c2ccc(C)cc2)c2nc3ccccc3nc21,-121,0.11,0.25
CSCc1c(C(=O)Nc2ccc(N3CCOCC3)cc2)oc2ccccc12,4,-0.65,-0.18
COCCCNC(=O)c1ccc(Cn2c(=O)c3ccccc3n(Cc3cc(C)ccc3C)c2=O)cc1,43,1,2.5
CCCc1c(C)[nH]c2ccc(NC(C)=O)cc2c1=O,20,0.76,0.25
Cc1ccc2[nH]c(=O)cc(C(=O)OCC(=O)c3ccccc3)c2c1,50,0.19,0.53
COCCN1C(=O)C(O)=C(C(C)=O)C1c1ccc(F)cc1 (stereo unspecified),x,1.1,0.82
Cc1nn(C)c(N)c1C(O)(c1nccn1C)C(F)(F)F (stereo unspecified),x,-0.89,-0.81
CCCC(C(=O)NC1CCCC1)N(CC1CCCO1)C(=O)c1snc(C(N)=O)c1N (stereo unspecified),-7,0.2,0.22
